E-selectin induc: induces E-selectin expression in human endothelial cells; P16581; HUVEC E-selectin immunofluorescence imaging; normalized: neutral wells 0, TNF-alpha wells 100; activation, % at 7.58 µM; 260,000 tested, 0.37% active; AID 686992;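 active = mean E-selectin-positive cell signal at least 10% of the positive control, reached in at least 60% of replicates, without over 20% cell loss; inconclusive = no rule given, readout overlaps actives, possibly toxicity-flagged; inactive = the rest, including those meeting only one limit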;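 also: in these data hits start at about 27%; measured in HUVEC primary endothelial cells; signal is the percent of cells scored E-selectin positive by PE staining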
Target sequence (P16581 whole entry, looked up): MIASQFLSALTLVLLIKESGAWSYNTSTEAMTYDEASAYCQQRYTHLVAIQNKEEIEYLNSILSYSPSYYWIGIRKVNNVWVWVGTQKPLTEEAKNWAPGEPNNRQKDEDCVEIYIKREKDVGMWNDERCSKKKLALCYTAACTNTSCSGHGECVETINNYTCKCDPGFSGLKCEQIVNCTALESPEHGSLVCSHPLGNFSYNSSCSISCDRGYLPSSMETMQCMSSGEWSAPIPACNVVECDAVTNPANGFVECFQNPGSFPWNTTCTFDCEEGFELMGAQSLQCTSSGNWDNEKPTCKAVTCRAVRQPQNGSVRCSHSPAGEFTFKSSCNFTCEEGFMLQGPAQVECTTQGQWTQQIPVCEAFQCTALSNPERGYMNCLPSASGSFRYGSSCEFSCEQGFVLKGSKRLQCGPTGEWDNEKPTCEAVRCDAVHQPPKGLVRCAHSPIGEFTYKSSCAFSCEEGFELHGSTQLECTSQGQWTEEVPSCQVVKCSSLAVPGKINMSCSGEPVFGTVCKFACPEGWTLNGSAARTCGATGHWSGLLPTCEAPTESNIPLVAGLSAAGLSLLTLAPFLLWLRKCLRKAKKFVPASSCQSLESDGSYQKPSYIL
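Read-out: % PE-positive cells | Test system: HUVEC | Doses: One compound dose added by pin transfer | Buffer or medium: EGM-2 over gelatin coat | Signal: Immunofluorescence imaging | Benchmarks: TNF-alpha, DMSO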
ERAP1 inh: inhibitors of human ERAP1 aminopeptidase; inhibition, % at 10.7 µM; Q9NZ08; recombinant ERAP1, Leu-AMC fluorescence, 60 min; 340,000 tested, 0.15% active;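 active = mean replicate inhibition of at least 30%, or all replicates individually reaching that 30% level; inactive = mean below 30% and not every replicate reaching it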;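 also: 0% = neutral control wells and 100% = L-leucinethiol positive control wells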
ERp5 block: ERp5 (human) disulfide isomerase inhibition | Q15084 | ERp5 insulin aggregation, absorbance 650 nm, 90 min | inhibition, % at 9.99 µM | 350,000 tested, 0.05% active | AID 651711;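 active = mean replicate inhibition above about 25%, with every replicate also reaching it, limit read from the data, passing the limit was not always enough; inconclusive = only one of those two criteria met; inactive = neither criterion met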
XiGFP reactiv: X-chromosome reactivation activator | activation, % at 7.58 µM | XiGFP mouse fibroblasts, % GFP-positive cells imaging, 3 d; cells co-treated with 5-aza-dC sensitizer; scaled so ellipticine positive control = 100% | 360,000 tested, 0.055% active | AID 743238;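 active = mean normalized replicate activation at least 10% and every replicate at or above 10%; inconclusive = only one of the two criteria met; inactive = mean below 10% and not all replicates reach 10%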;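 also: 0% = median of on-plate neutral control wells and 100% = ellipticine 6 µM median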
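Material: XiGFP fibroblasts, SV40-immortalized; Buffer or medium: DMEM containing 5-aza-dC; Compound dosing: single point; Times: 3 days compound exposure.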
RAD52 inh: inhibitors of human RAD52 DNA annealing; 360,000 tested, 0.46% active; P43351; recombinant RAD52 DNA annealing, FRET fluorescence; inhibition, % at 18.7 µM;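 active = every replicate showing at least 50% inhibition; inconclusive = mean inhibition at least 50% but not in every replicate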
Target sequence (P43351 whole entry, looked up): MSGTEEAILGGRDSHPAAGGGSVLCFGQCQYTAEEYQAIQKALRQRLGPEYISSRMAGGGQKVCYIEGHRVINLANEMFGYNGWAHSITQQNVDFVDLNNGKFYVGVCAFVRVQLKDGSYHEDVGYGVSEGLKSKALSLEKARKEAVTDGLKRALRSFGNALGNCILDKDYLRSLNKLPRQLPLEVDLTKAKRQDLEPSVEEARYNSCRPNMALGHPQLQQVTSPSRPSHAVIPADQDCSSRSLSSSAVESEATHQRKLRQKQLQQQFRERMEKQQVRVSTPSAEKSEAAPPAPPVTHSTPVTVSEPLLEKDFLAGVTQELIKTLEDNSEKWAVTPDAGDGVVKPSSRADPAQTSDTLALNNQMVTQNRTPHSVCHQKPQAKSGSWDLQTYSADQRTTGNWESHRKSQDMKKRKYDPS
RAD54 inh: inhibitors of human RAD54 branch migration | inhibition, % at 10.4 µM | RAD54 Holliday junction branch migration, FAM/BHQ fluorescence | 360,000 tested, 0.14% active | Q92698;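 active = mean normalized replicate activity at least 40 and at least half of replicates scoring 40 or more; inconclusive = only one of the two criteria met; inactive = mean below 40 and under half of replicates reaching 40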;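 also: 0% = median of neutral control wells and 100% = median of positive control wells; inhibitors cause a drop in the FAM fluorescence signal; in these data hits start at about 50%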
esBAF inh: SWI/SNF esBAF complex inhibition; mouse ES cells, Bmi1-luciferase knock-in reporter, 24 h; 100% = twice the neutral-well signal; reporter increase, % at 12.5 µM; 350,000 tested, 2% active; AID 602393; in the data active = activation above about 40%; inconclusive = no clear call, values can overlap the other calls;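 also: 0% = median of the plate's neutral control wells and 100% = double that signal; a rise in the Bmi1 reporter signal indicates esBAF inhibition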
S100A4 MyoIIA: blocks human S100A4 binding to myosin IIA peptide; P26447; S100A4/TAMRA-MyoIIA peptide fluorescence polarization; inhibition, % at 10.7 µM; 360,000 tested, 0.14% active;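 active = mean inhibition of at least 70% across replicates, with every replicate also reaching that level; inconclusive = mean inhibition reaches 70% but some replicates fall short; inactive = mean inhibition below 70%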
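Material: S100A4 monomer (human). Medium: Calcium-containing HEPES buffer, pH 7.2. Probe or stimulus: labelled myosin peptide probe, 5 nM. Compound dosing: one concentration per compound. Timing: polarization read 5 min after assay mix addition, stable 5–60 min. Benchmarks: DMSO as neutral control, TFP as positive control.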
Starred values were filed as active, the others as inactive; ? = inconclusive; nt = not tested or not shown.

SMILES	E-selectin induc	ERAP1 inh	ERp5 block	XiGFP reactiv	RAD52 inh	RAD54 inh	esBAF inh	S100A4 MyoIIA
O=C(COc1ccccc1)NNC(=O)c1ccc(Cl)cc1	0.7	0	1	-0.1	-8	-6	3	0
COc1ccc(N2CCN(CC(=O)NCc3ccc(Cl)cc3)CC2)cc1	nt	2	2	0.0	-69	-17	-3	-2
CC(C)(C)[C@@H]1COC(=O)[C@H](Cc2ccc(F)cc2)C/C=C\C[C@@H](CC(=O)NCCO)C(=O)N1	nt	-3	0	0.0	-6	-3	-5	-10
CN(C(=O)C(C)(C)C)C1c2c(ccc3ccccc23)OCC1CO (configuration not stated)	0.0	5	1	0.0	-11	-4	-6	-6
Cc1ccc(OCCCCn2cnc3ccccc32)cc1	1.1	-1	0	-0.1	7	nt	nt	-4
O=C(c1cc(S(=O)(=O)N2CCOCC2)c(Cl)cc1Cl)N1CCCCC1CO (configuration not stated)	3.4	-1	5	0.0	-3	1	-11	2
Cc1cc(C2(O)C(=O)Nc3ccccc32)ccc1F (configuration not stated)	0.3	0	1	0.1	-7	-6	-11	-3
Cc1ccc(S(=O)(=O)NC(=O)C2(C)CCN2C(=O)C2CC2)cc1 (configuration not stated)	nt	1	1	0.0	-7	-1	-1	-4
COc1ccc(-n2c(N)c(C(=O)Nc3c(C)n(C)n(-c4ccccc4)c3=O)c3nc4ccccc4nc32)cc1	-0.1	1	2	1.1	-8	-4	nt	4
CCOc1ncccc1C(=O)OC(C)C(=O)NC(=O)NC1CCCCC1 (configuration not stated)	2.7	0	-1	-0.1	-12	nt	nt	3
O=C(Cc1ccncc1)NCC[C@H]1CC[C@H](NC(=O)Nc2cccc(F)c2)[C@H](CO)O1	-0.3	-1	-3	-0.1	-48	-5	-3	-5
CS(=O)(=O)N1[C@H](C#N)[C@@H](c2ccc(C#CC3CCCC3)cc2)[C@@H]1CO	-0.2	3	-2	0.2	-2	1	3	-8
Cc1cc(C(=O)Nc2cccc3c2O[C@H](CN(C)C)[C@H](C)CN([C@@H](C)CO)C3=O)n(C)n1	-0.1	2	?	0.2	8	-4	1	4
Cc1cc(C)n2ncc(S(=O)(=O)c3ccccc3)c2n1	5.9	5	4	0.0	-18	nt	nt	-2
CN1CCN(CCCNC(=O)c2ccc(NC(=O)C3=CSCCO3)cc2)CC1	nt	2	0	0.1	-4	-2	9	-4
O=C(CN1CCN(C(=O)c2ccco2)CC1)Nc1ccc(F)cc1F	3.5	-2	-4	0.2	-1	-4	12	-3
C/C(=N/NC(=O)CC(=O)N/N=C(\C)c1ccc([N+](=O)[O-])cc1)c1ccc([N+](=O)[O-])cc1	0.2	-1	3	0.0	-9	-1	-8	0
Cc1ccc(/C=N/NC(=O)c2cc3c(ccc4ccccc43)o2)o1	-0.1	-10	2	0.1	-2	0	4	4
C[C@H]1[C@@H](c2ccccc2)Oc2ccc(Cl)cc2S(=O)(=O)N1Cc1ccc(F)cc1F	-0.4	3	0	0.0	-6	-1	-7	-15
C=CCNC(=S)N1CCC(C(=O)c2ccc(Cl)cc2)CC1	nt	1	4	0.1	-7	2	3	-8
Cc1ccc(/C=C2\NC(=S)NC2=O)cc1[N+](=O)[O-]	nt	0	1	0.1	-23	nt	nt	3
CCN(Cc1ccncc1)C(=O)c1ccccc1NS(=O)(=O)c1ccc(F)cc1	0.3	nt	4	0.0	-11	nt	1	4
CCc1ccc(NC(=S)N(Cc2cccc(Br)c2)CC2CCC(C(=O)O)CC2)cc1 (configuration not stated)	1.2	-4	-5	0.2	-17	nt	nt	9
CC(C)Cc1nnc(NC(=O)C2CCCN(C(=O)c3ccc(Cl)cc3)C2)s1 (configuration not stated)	0.1	1	4	0.0	5	-6	5	-2
Cc1cc(C)n(CC(=O)N2CCc3ccccc32)c(=O)c1C#N	0.2	2	-1	0.2	-1	3	1	-3

2 records drawn at random from the list so far, as already listed:
SMILES	E-selectin induc	ERAP1 inh	ERp5 block	XiGFP reactiv	RAD52 inh	RAD54 inh	esBAF inh	S100A4 MyoIIA
Cc1ccc(/C=N/NC(=O)c2cc3c(ccc4ccccc43)o2)o1	-0.1	-10	2	0.1	-2	0	4	4
Cc1cc(C)n2ncc(S(=O)(=O)c3ccccc3)c2n1	5.9	5	4	0.0	-18	nt	nt	-2

Remaining list, next part:
SMILES	E-selectin induc	ERAP1 inh	ERp5 block	XiGFP reactiv	RAD52 inh	RAD54 inh	esBAF inh	S100A4 MyoIIA
COCC(=O)Nc1ccc2c(c1)OC[C@H](C)N(C(=O)c1ccccc1)C[C@H](C)[C@@H](OC)CN(C)C2=O	-0.2	1	1	0.3	2	-2	2	-9
O=C(O)CSc1cc(C(=O)c2ccccc2O)cn2c(=O)c3c4c(sc3nc12)CCCC4	nt	3	8	-0.1	-16	-7	nt	-7
O=C1CC(/C=C/c2ccccn2)=Nc2ccccc2N1	0.9	1	-3	-0.1	-83	nt	nt	4
O=C(NCC(c1ccco1)N1CCOCC1)c1ccc(Cl)cc1 (configuration not stated)	nt	-1	8	0.1	-4	11	nt	-2
CCOP(=O)(NC12CC3CC(CC(C3)C1)C2)NC12CC3CC(CC(C3)C1)C2	0.1	0	0	0.2	-11	nt	-3	-5
CCOC(=O)N1CCN(S(=O)(=O)N2CCCC(C(=O)NCc3ccccc3OCC)C2)CC1 (configuration not stated)	0.0	-1	4	0.2	-1	-3	-1	1
CCC(C)c1ccc(S(=O)(=O)N2CCN(C(=O)c3ccc(Cl)c(S(=O)(=O)N4CCOCC4)c3)CC2)cc1 (configuration not stated)	nt	0	1	-0.1	-20	-11	-31	-7
CCOc1ccccc1NC(=O)C(OC(=O)c1ccccc1O)c1ccccc1 (configuration not stated)	nt	3	-2	0.1	-13	nt	nt	2
C[C@@H]1CN([C@H](C)CO)C(=O)c2cccc(NS(=O)(=O)c3ccc(Cl)cc3)c2O[C@@H]1CN(C)Cc1ccncc1	0.5	1	-1	0.0	-6	5	-3	-5
O=C(CCC(=O)c1ccc(F)cc1)NN1C(=O)NC2(CCCCC2)C1=O	1.7	3	7	0.1	-10	3	2	-3
CCC1CCCCN1C(=O)CSc1nc(C)cc(C)n1 (configuration not stated)	nt	-3	-7	0.3	-10	nt	nt	-18
COc1ccc(OC)c(/C=N/NC(=O)c2ccc(Cn3cc([N+](=O)[O-])cn3)o2)c1	nt	17	4	0.1	-5	0	nt	-1
O=C(N[C@H]1CC[C@H](CCNS(=O)(=O)c2ccccc2)O[C@@H]1CO)c1cccnc1	1.7	-2	2	-0.2	-8	16	3	7
Cc1cccc(N(C(=O)c2ccco2)C(C(=O)NC2CCCC2)c2cccnc2)c1C (configuration not stated)	nt	-2	1	0.3	-3	6	-2	-14
Cc1c(C)c2c(OCC(=O)NCc3ccncc3)cc3c(c2oc1=O)CCC(C)(C)O3	nt	nt	0	nt	-16	4	4	-1
Cc1nnc(SCC(=O)NC(C)(C)C)n1NCc1c(F)cccc1Cl	6.3	nt	3	nt	-4	-6	6	2
COc1cc(/C=C/c2c([N+](=O)[O-])c(=O)n(C)c(=O)n2C)cc(OC)c1OC	nt	-1	10	nt	-12	5	13	3
CCC(C)(C)NC(=O)CN(C(=O)CNS(=O)(=O)c1ccc(F)cc1)c1ccc2c(c1)OCCO2	nt	-1	-2	0.0	8	-3	-1	4
Cc1cccc(S(=O)(=O)Nc2ccc(S(=O)(=O)Nc3nccs3)cc2)c1	nt	-1	-7	0.0	-6	16	-9	-14
COc1ccc(/C=C/C(=O)OC(C)C(=O)c2ccccc2)cc1OC (configuration not stated)	0.2	-4	2	0.3	2	1	4	1
COc1ccc(C2c3ccc4ccccc4c3Oc3ncn(CCCN(C)C)c(=N)c32)cc1 (configuration not stated)	0.1	-6	4	-0.1	80*	23	-9	2
COc1ccc(-c2noc(CCC(=O)NCCCN3CCN(c4ccc(F)cc4)CC3)n2)cc1	nt	0	5	0.3	-8	0	-5	2
CCNC(=S)NNC(=O)c1cc(-c2cc(C)ccc2C)nc2ccccc12	nt	3	5	nt	-24	4	-4	9
CCOC(=O)C[C@H]1c2ccc(C(F)(F)F)cc2S(=O)(=O)N1C(C)(C)C	0.0	-3	-3	0.0	-7	0	-5	2
CCc1ccc(N2CC(C(=O)N3CCN(S(=O)(=O)c4cccc(F)c4)CC3)CC2=O)cc1 (configuration not stated)	-0.1	-3	-5	0.1	9	6	0	6

More structures
SMILES	E-selectin induc	ERAP1 inh	ERp5 block	XiGFP reactiv	RAD52 inh	RAD54 inh	esBAF inh	S100A4 MyoIIA
COC(=O)c1ccc(Cl)c(NC(=O)CSc2nnc(-c3ccncc3)o2)c1	2.4	-4	5	0.0	-6	9	-8	-1
COc1ccccc1N1CCN(C2CCN(S(=O)(=O)c3ccc(NC(C)=O)cc3)CC2)CC1	5.7	0	1	0.0	-21	4	7	-4
CN(C)/C=C(\C#N)C(=O)Nc1ccc(O)cc1F	-2.7	-2	-4	0.0	-6	nt	nt	-7
O=c1cc(C(F)(F)F)[nH]c(=S)n1-c1ccccc1	-0.2	-4	8	0.3	-12	1	0	-12
CC1SC(c2ccccc2)N(CC(O)c2ccc([N+](=O)[O-])cc2)C1=O (configuration not stated)	nt	-2	3	0.1	-15	-3	4	9
CCCCn1nc2cc(C(=O)NC[C@@H]3CCCO3)ccc2c1OCC	-0.1	-3	10	0.0	-13	0	-1	-5
CO[C@@]12[C@@H]3N[C@@H]3CN1C1=C(C(=O)C(N)=C(C)C1=O)[C@@H]2COC(N)=O	0.0	-5	-8	0.5	-27	nt	nt	7
Cc1noc(C)c1NC(=O)N(C)C[C@@H]1Oc2ccc(NC(=O)c3ccncc3)cc2CC(=O)N([C@H](C)CO)C[C@@H]1C	nt	-1	1	-1.0	-19	0	-3	-23
C[C@H]1CN([C@@H](C)CO)C(=O)Cc2cc(NC(=O)CCN3CCOCC3)ccc2O[C@@H]1CN(C)C(=O)Nc1ccccc1	1.8	5	-3	-0.1	-10	-12	-5	28
Cc1cc(=O)oc2cc(OC(=O)c3cncc(Br)c3)ccc12	5.6	0	-3	0.2	-1	nt	nt	-2
N#C/C(=C\c1cc2c(cc1Br)OCO2)c1ccc(C(=O)O)cc1	nt	23	-5	0.0	-8	-4	0	0
COCc1nnc(NC(=O)CCS(=O)(=O)c2ccccc2)s1	-0.3	-2	3	0.4	-17	-1	4	4
Cc1ccc2sc(NC(=O)C3CC3)nc2c1C	nt	-1	-2	0.0	-15	-7	63*	-1
CO[C@@H]1CN(C)C(=O)c2ccc(NC(=O)c3ccc(F)cc3)cc2OC[C@@H](C)N(C(C)=O)C[C@H]1C	0.2	-1	5	0.5	-13	-3	-2	-19
O=C(C1=C[C@@H](c2ccc3c(c2)OCO3)C[C@@H](OCc2ccc(CO)cc2)O1)N1CCCCC1	nt	2	-7	nt	-11	-25	nt	1
COc1cccc(CNC(=O)Cn2ccc([N+](=O)[O-])n2)c1	0.1	0	2	0.1	-9	-7	-4	4
Cc1cccc(-n2c(O)c(C=Nc3ccccc3O)c3ccccc3c2=O)n1	2.2	1	-11	-0.1	-42	?	-1	7
O=C(CN1C(=O)CCC1=O)Nc1cccc2c1C(=O)NC2=O	0.1	-1	-2	-0.1	-4	nt	-1	-1

Printed as active in esBAF inh, among the entries above:
compound	ERAP1 inh	ERp5 block	RAD52 inh	esBAF inh	S100A4 MyoIIA
Cc1ccc2sc(NC(=O)C3CC3)nc2c1C	-1	-2	-15	63*	-1

Compound activity (PubChem BioAssay)
